HIV fusion peptide: inhibitors of HIV fusion peptide binding, primary screen, biochemical, uHTS, fluorescence dequenching (AID 1986) | cell-free peptide binding, fluorescence dequenching, 30 min; higher % means a stronger effect | 0.3% of 290,000 active | one-dose inhibition, % at 20 µM; IC50 in µM for titrated hits; in the data active = inhibition mostly above about 52%, no sharp cut-off; inactive = mostly below about 76%; note: some results filed as inactive read as strong as hits
NS5 inhibitors: flavivirus cap methylation enzyme inhibition – biochemical, confirmation dose response, primary screen (AID 588689) | Dengue-2 NS5 methyltransferase capping enzyme assay, biochemical; higher % means a stronger effect | one-dose inhibition, % at 25 µM; IC50 in µM for titrated hits | 0.3% of 340,000 active; in the data active = a potency from the dose series; inconclusive = inhibition above about 29% without an active follow-up result
RSV antiviral HEp-2: inhibition of RSV-induced cytopathic effect – HEp-2 cells, primary 10 µM value included (AID 2391) | HEp-2 cells, RSV-induced CPE inhibition; higher % means a stronger effect | one-dose CPE inhibition, % at 10 µM; IC50 in µM for titrated hits | 0.13% of 310,000 active; in the data active = a potency from the dose series; inconclusive = CPE inhibition mostly from about 23% at the one dose, without a potency; inactive = the rest, 99 in 100 with CPE inhibition below about 21%; note: strong numbers were not always called active
Large T inhibition: TAg ATPase/helicase activity blockers – biochemical (AID 1903). SV40 large T antigen ATPase/helicase inhibition assay; higher % means a stronger effect. inhibition, % at 20 µM; hits with a dose series show IC50 in µM. 0.39% of 310,000 active; in the data active = a potency from the dose series; inconclusive = inhibition mostly from about 32% at the one dose, without a potency; inactive = the rest, 99 in 100 with inhibition below about 32%; note: strong numbers were not always called active
GPR35 arrestin U2OS: inhibition of zaprinast-stimulated GPR35 beta-arrestin translocation – imaging, U2OS, beta-arrestin-GFP, zaprinast agonist, primary screen (AID 2058); U2OS GPR35 beta-arrestin-GFP translocation imaging, zaprinast antagonism; higher % means a stronger effect; inhibition, % at 10 µM, or IC50 in µM where a hit was titrated; 0.052% of 290,000 active;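 active = inhibition of at least 50% with at least 30 cells and total cytoplasm GFP at most 10,000,000; inconclusive = under 30 cells or total GFP of 10,000,000 plus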
UTI89 phage lysis: inhibition of K1F phage lysis, E. coli UTI89, bacterial capsule biogenesis inhibitors, alamar blue (AID 488966); E. coli UTI89 K1F phage lysis, alamar blue, 2 h; higher % means a stronger effect; one-dose inhibition, % at 100 µM; IC50 in µM for titrated hits; 0.02% of 340,000 active;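 active = phage lysis inhibition, versus mean bacterial control, above a set limit; inconclusive = no clear call, values can overlap the other calls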;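 note: capsule biogenesis inhibitors block K1F phage lysis so surviving cells raise fluorescence; higher fluorescence means more inhibition of phage lysis; actives were called in the ten point dose series up to 300 µM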
PhoP inhibition: inhibitors of PhoP regulon expression, primary screen, Salmonella Typhimurium, GFP reporter (AID 1863); S. Typhimurium PhoP-regulated promoter GFP reporter, 4 h; higher % means a stronger effect; inhibition, % at 50 µM; hits with a dose series show IC50 in µM; 0.16% of 300,000 active;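 active = inhibition over 29.93%, a cutoff 3 SD above the screen mean, later confirmed by dose response; inconclusive = inhibition over 29.93% but no dose response follow-up; inactive = inhibition at most 29.93% or unconfirmed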;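 note: 0% = low Mg2+ inducing control and 100% = high Mg2+ repressing control; strong numbers were not always called active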
GPR55 antagonists: GPR55 antagonists blocking LPI-driven arrestin recruitment, primary screen, imaging, U2OS, beta-arrestin-GFP, LPI agonist (AID 2013). 0.13% of 290,000 active. inhibition, % at 10 µM, or IC50 in µM where a hit was titrated. U2OS GPR55 beta-arrestin-GFP translocation imaging, LPI antagonism; higher % means a stronger effect;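 active = spots per cell inhibited over 60%, with over 100 cells counted and total cytoplasm intensity under 500,000; inconclusive = wells with under 100 cells, flagged as likely toxic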;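 note: U2OS cells stably carrying GPR55 and arrestin-GFP stimulated by 5 µM LPI near EC80; imaged beta-arrestin-GFP aggregate spots per cell after agonist stimulation; plate controls were LPI-stimulated DMSO wells for no effect and DMSO wells without LPI for full effect; some results filed as inactive read as strong as hits; confirmed hits need IC50 under 10 µM and bright autofluorescent wells are also inconclusive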
Rac1 GTP hydrolysis: MgcRacGAP GTPase-activating activity inhibitors, confirmation, biochemical, ADP Hunter fluorescence; MgcRacGAP-stimulated Rac1 GTP hydrolysis, ADP Hunter fluorescence; higher % means a stronger effect; GST-tagged Rac1 F28L mutant substrate; inhibition, % at 30 µM, or IC50 in µM where a hit was titrated; 0.6% of 340,000 active; AID 624330;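 active = first-screen hits whose inhibition reached a set limit at any dose in the follow-up dose series; inconclusive = inhibition above the set first-screen limit but never retested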;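 note: fluorescence reports GDP produced by GAP-driven GTP hydrolysis; strong numbers were not always called active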
* hit, by the source's call; ? = inconclusive; . = not tested or not shown; [ ] = remark or other dose.

#	SMILES	HIV fusion peptide	PhoP inhibition	UTI89 phage lysis	Rac1 GTP hydrolysis	RSV antiviral HEp-2
1	CCc1noc(C)c1C(=O)OCC(=O)Nc1ccc(F)cc1Cl	.	.	1.3%[50 µM]	5%	1.5%
2	Cc1nc(-c2ccc(S(=O)(=O)N3CCN(c4ccccc4)CC3)cc2)co1	-1.4%	0%	3.1%	7%	2.0%
3	COc1ccc(OC)c(NC(=O)C2CCCC2)c1	-1.4%	6%	2.7%	7%	2.5%
4	COc1ccc(C(=O)NC2CCCCCC2)cc1S(=O)(=O)N1CCOCC1	1.1%	-5%	-0.1%	-1%	1.4%
5	O=C(c1ccc2nc[nH]c2c1)N1CCN(c2ncc(C(F)(F)F)cc2Cl)CC1	3.9%	1%	0.4%[50 µM]	-1%	5.3%
6	COc1ccc(CNC(=O)c2sc(=S)n(-c3ccccc3)c2N)cc1	2.1%	0%	-0.8%	1%	0.2%
7	O=[N+]([O-])c1ccc(N/N=C/c2cccnc2)cc1	-0.8%	5%	1.3%	5%	67%
8	COc1ccc(-c2[nH]c(-c3ccc(F)cc3)nc2SCC(=O)NCc2ccco2)cc1OC	-2.5%	4%	-0.3%	6%	2.1%

#	GPR35 arrestin U2OS	NS5 inhibitors	GPR55 antagonists	Large T inhibition
1	.	1%	.	.
2	14%	7%	7%	9%
3	-1%	-2%	4%	3%
4	-13%	2%	18%	17%
5	-1%	-1%	2%	17%
6	10%	-7%	-2%	9%
7	-3%	-21%	4%	0%
8	2%	-1%	13%	10%

(listing goes on)
#	SMILES	HIV fusion peptide	PhoP inhibition	UTI89 phage lysis	Rac1 GTP hydrolysis	RSV antiviral HEp-2
9	Cc1ccccc1N1CCN(C2CCCN(C(=O)CCn3cnnn3)C2)CC1 (centres undefined)	0.0%	0%	1.2%	7%	1.7%
10	COC(=O)c1ccn(CSc2cc(Cl)ccc2Cl)n1	.	.	0.8%[50 µM]	3%	0.1%
11	Cc1ccccc1NC(=O)COC(=O)c1cccc(S(=O)(=O)N2CCCCC2)c1	.	.	0.4%[50 µM]	1%	1.9%
12	CCOc1ccc(/C=C2\SC(=O)N(CCNC(=O)CN3C(=O)NC4(CCCC4)C3=O)C2=O)cc1OC	0.0%	10%	0.0%	7%	2.0%
13	O=S(=O)(c1ccc(Cl)cc1)N1CCN=C1SCc1cccc(Cl)c1	-1.3%	2%	1.8%	5%	3.4%
14	Cc1nn(C)cc1CNC(=O)c1cc2n(n1)C(C(F)(F)F)CC(c1cccs1)N2 (centres undefined)	0.4%	-3%	0.1%	2%	?
15	Cc1cc(C(F)F)n2nc(C(=O)NCc3ccccc3F)nc2n1	0.7%	-2%	0.2%	9%	1.9%
16	CCCCCn1c(=O)[nH]c2cc(C(=O)N3CCN(C(=O)OCC)CC3)ccc2c1=O	0.1%	6%	0.0%	6%	1.4%

#	GPR35 arrestin U2OS	NS5 inhibitors	GPR55 antagonists	Large T inhibition
9	-4%	-2%	11%	16%
10	.	-7%	.	.
11	.	4%	.	.
12	0%	-1%	10%	8%
13	10%	0%	22%	6%
14	0%	-5%	-12%	0%
15	9%	.	-5%	0%
16	11%	4%	-3%	0%

Overlap with the part before: three compounds; new compounds follow.
#	SMILES	HIV fusion peptide	PhoP inhibition	UTI89 phage lysis	Rac1 GTP hydrolysis	RSV antiviral HEp-2
14	Cc1nn(C)cc1CNC(=O)c1cc2n(n1)C(C(F)(F)F)CC(c1cccs1)N2 (centres undefined)	0.4%	-3%	0.1%	2%	?
15	Cc1cc(C(F)F)n2nc(C(=O)NCc3ccccc3F)nc2n1	0.7%	-2%	0.2%	9%	1.9%
16	CCCCCn1c(=O)[nH]c2cc(C(=O)N3CCN(C(=O)OCC)CC3)ccc2c1=O	0.1%	6%	0.0%	6%	1.4%
17	O=C(Nc1cccnc1)c1coc(=O)c2ccccc12	0.8%	1%	3.0%	9%	-0.6%
18	CCCCC(=O)Nc1ccc2oc(-c3cccnc3)nc2c1	-3.1%	-1%	0.1%	18%	2.9%
19	O=Cc1cn(CC(=O)Nc2ccc3c(c2)OCO3)c2ccccc12	1.1%	3%	-0.8%	5%	9.0%
20	C[C@H]([C@@H](N)C(=O)N[C@@H](C(=O)O)[C@@H]1O[C@H](n2ccc(=O)[nH]c2=O)[C@@H](O)[C@H]1O)[C@@H](O)c1ccc(O)cn1	2.9%	4%	3.4%	4%	-0.3%
21	CCCCn1c(N)c(N(CCC(C)C)C(=O)c2ccc3c(c2)OCO3)c(=O)[nH]c1=O	.	1%	-2.4%	0%	-2.8%
22	O=C(Nc1cc(C(F)(F)F)ccc1Cl)C(=O)N1CCCCC1	0.5%	-4%	4.0%	6%	1.5%
23	CCOc1ccc(-c2cnc3n2CCCCC3)cc1	0.6%	8%	-0.8%	15%	0.1%
24	NNC(=O)c1cnn(Cc2ccccc2)c1N	0.9%	5%	-0.8%	10%	-1.5%

#	GPR35 arrestin U2OS	NS5 inhibitors	GPR55 antagonists	Large T inhibition
14	0%	-5%	-12%	0%
15	9%	.	-5%	0%
16	11%	4%	-3%	0%
17	4%	-3%	0%	0%
18	-5%	3%	-1%	2%
19	0%	3%	6%	18%
20	16%	-2%	17%	9%
21	.	-7%	.	2%
22	-10%	-3%	-2%	-1%
23	-18%	10%	6%	9%
24	3%	-7%	-10%	1%

(further entries)
#	SMILES	HIV fusion peptide	PhoP inhibition	UTI89 phage lysis	Rac1 GTP hydrolysis	RSV antiviral HEp-2
25	COc1ccc(NS(=O)(=O)c2cccc(C(=O)N3CCCCCC3)c2)cc1	.	-5%	-1.3%	7%	1.3%
26	CC(C)c1nccn1S(=O)(=O)c1cc(Cl)ccc1Cl	0.4%	2%	0.1%	11%	2.1%
27	Cn1cccc1Cc1nnc(SCC(=O)Nc2ccc(F)cc2F)n1-c1ccc(F)cc1	-1.3%	-1%	1.5%	-25%	-0.1%
28	COc1cc(-c2cc[n+](C)cc2)ccc1O	.	-4%	-0.1%	22%	0.3%
29	CC(=O)NC1=NN(C(C)=O)C(C)(CS(=O)(=O)c2ccc(C)c(C)c2)S1 (centres undefined)	0.5%	-4%	0.4%	-5%	0.7%
30	CC(=O)N(C)c1nc(-c2ccc(Cl)cc2)cs1	0.5%	-5%	0.7%	7%	-0.1%
31	O=C(NCc1ccccc1)c1ccc(COCC(F)(F)F)o1	-1.6%	-2%	-0.2%	-1%	0.5%
32	COCCn1c(C)cc(/C=N/NC(=O)c2cccnc2)c1C	1.0%	0%	1.0%	-12%	2.5%

#	GPR35 arrestin U2OS	NS5 inhibitors	GPR55 antagonists	Large T inhibition
25	.	-5%	.	5%
26	-3%	8%	17%	.
27	-12%	-1%	-8%	2%
28	.	-6%	.	12%
29	-9%	-4%	9%	11%
30	7%	-2%	0%	21%
31	-2%	3%	19%	-1%
32	7%	2%	0%	3%

Further results
#	SMILES	HIV fusion peptide	PhoP inhibition	UTI89 phage lysis	Rac1 GTP hydrolysis	RSV antiviral HEp-2
33	Cc1cc2nc(C3CCN(CC4COc5ccccc5O4)CC3)[nH]c2cc1C (centres undefined)	-2.5%	7%	0.9%	3%	0.3%
34	COc1ccc(/C=N/n2c(C)nc3sc(C)c(C)c3c2=O)cc1OC	-1.1%	1%	0.0%	4%	2.1%
35	CN(CC(=O)Nc1cccc(F)c1)C(=O)c1cccc2ccccc12	.	.	0.2%[50 µM]	2%	1.3%
36	COc1ccc(CCN(C)CCC(=O)Nc2cc(C)ccc2C)cc1OC	0.6%	-8%	0.2%	-1%	-0.9%
37	COc1ccccc1N1CCN(S(=O)(=O)c2cnc[nH]2)CC1	-1.4%	12%	-0.3%	12%	1.8%
38	COc1cc(Cl)c(C)cc1NC(=O)COc1cc(C)nc(C(C)C)n1	2.2%	7%	1.6%	4%	3.8%
39	O=S(=O)(Cc1ccccc1Cl)N1CCCC1	-2.3%	-6%	-1.6%	1%	-1.5%
40	Cc1ccc(S(=O)(=O)NC(C)C(c2cccs2)N2CCOCC2)cc1 (centres undefined)	-0.3%	1%	-1.4%	5%	4.3%

#	GPR35 arrestin U2OS	NS5 inhibitors	GPR55 antagonists	Large T inhibition
33	-10%	-4%	6%	13%
34	5%	-8%	6%	5%
35	.	-7%	.	.
36	-4%	-19%	-6%	-1%
37	4%	-1%	5%	11%
38	-9%	-2%	4%	7%
39	-13%	-4%	8%	10%
40	8%	-1%	14%	5%

(next part)
#	SMILES	HIV fusion peptide	PhoP inhibition	UTI89 phage lysis	Rac1 GTP hydrolysis	RSV antiviral HEp-2
41	Cc1cc2c(cc1C)/C(=C\C(N)=O)NC(C)(C)C2	0.2%	2%	1.4%	9%	1.6%
42	Cc1ccc(OC(=O)CN2C(=O)c3ccccc3C2=O)cc1C	-1.1%	.	0.2%	4%	0.5%
43	Cc1ccc(C(=O)N2N=C(c3ccc(Br)cc3)CC2c2ccccc2O)cc1 (centres undefined)	0.0%	-6%	0.0%	7%	-2.8%
44	Cc1ccc(Cl)cc1N1CCN(C(=O)C2CCC(=O)N(C3CCCCCC3)C2)CC1 (centres undefined)	0.5%	0%	0.1%	3%	4.3%
45	CCC(=O)Nc1cccc(NC(=O)c2ccc(C)c([N+](=O)[O-])c2)c1	-3.2%	1%	1.8%	-2%	-0.3%
46	C/C(=N/NC(=O)CNC(=O)c1ccncc1)c1ccc(Cl)cc1	-1.6%	-4%	-1.2%	2%	0.7%
47	N#Cc1c(-c2ccccc2)c(-c2ccccc2)nn(CC(=O)NNC(=O)Nc2ccc(Cl)c(Cl)c2)c1=O	-4.5%	-3%	11%	2%	-4.4%
48	COc1ccc(CCNC(=S)Nc2ccc(OC)cc2)cc1	-2.8%	-7%	-0.1%	6%	0.6%
49	CCSc1nnc(C)c(=O)n1COC(=O)c1ccc(S(=O)(=O)N2CCCC2)cc1	0.4%	-16%	1.6%[50 µM]	13%	-0.4%

#	GPR35 arrestin U2OS	NS5 inhibitors	GPR55 antagonists	Large T inhibition
41	-12%	9%	-11%	1%
42	8%	1%	-5%	19%
43	-6%	-10%	9%	8%
44	-5%	-11%	-1%	6%
45	18%	-3%	25%	0%
46	13%	6%	-9%	9%
47	-8%	-5%	15%	10%
48	-9%	-6%	3%	6%
49	3%	-2%	-1%	0%

Source: PubChem BioAssay (several laboratories)
